KCC2 mod: modulators of human KCC2 chloride dependent transport. Q9H2X9. KCC2 cells, thallium flux FluoZin-2 fluorescence. B-score of Tl+ flux slope (higher = more flux/activation; lower = inhibition) at 10 µM. hit rate 2.2% among 190,000;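 active means thallium flux slope and its plate-corrected score both differing from the plate sample mean at a set confidence after two filtering rounds, in either direction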;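 further: slope of fluorescence scaled to starting intensity during 10 to 20 s after thallium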
EBV gp42 block: EBV gp42 inhibition | Fluorescence polarization binding assay, mP read-out | Q1HVG2 | hit rate 0.42% among 220,000 | inhibition, % (tested at 21.74 µM) | AID 1085; in the data active means inhibition above about 50%
Target sequence (Q1HVG2 whole entry, looked up): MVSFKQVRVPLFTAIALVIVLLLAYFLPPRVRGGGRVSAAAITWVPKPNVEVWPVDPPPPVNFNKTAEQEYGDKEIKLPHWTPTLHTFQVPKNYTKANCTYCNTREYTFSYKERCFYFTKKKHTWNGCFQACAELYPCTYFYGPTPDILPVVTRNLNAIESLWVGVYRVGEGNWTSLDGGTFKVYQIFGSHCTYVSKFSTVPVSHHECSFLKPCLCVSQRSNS
eIF4E 4G PPI: blocks eIF4E binding to eIF4G; inhibition, % at 21.7 µM; TR-FRET eIF4E-eIF4GI(517-606) binding, 2 h; P63073+Q04637; hit rate 0.37% among 220,000; AID 782;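 active means inhibition above about 30%, limit read from the data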;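 further: 0% = full FRET control wells and 100% = background wells lacking eIF4GI fragment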
TNF death inh: inhibitors of TNF-alpha induced necroptosis in Jurkat FADD-/- cells; Jurkat FADD-/- TNF necroptosis rescue, ATP luminescence, 24 h; 0 = TNF only, 100 = no-TNF cells; AID 463075; hit rate 0.068% among 220,000; activation (protection from cell death), % at 10 µM;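 active means activation, meaning protection from cell death, of at least 50% relative to plate controls; inactive means activation below 50%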;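 further: necroptosis triggered by 40 ng/mL TNF-alpha added together with compound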
L929 necroptosis: L929 zVAD cell death inhibition; hit rate 0.38% among 220,000; L929 zVAD necroptosis rescue, ATP luminescence, 24 h; with zVAD 60 µM; AID 1377; viability rescue, % at 10 µM;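 active means activation, scaled between plate controls, above about 75%, limit read from the data; inactive means activation under that limit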;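 further: 0% = zVAD with DMSO and 100% = DMSO alone without zVAD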
MDM2 E3 inh: inhibitors of human Mdm2 E3 ubiquitin ligase; Q00987; cell-based MDM2 ubiquitination luciferase reporter, 2 h; 0 = plate control, 100 = twice control, blank-subtracted; signal enhancement, % at 5 µM; hit rate 0.11% among 210,000;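 active means signal enhancement of 30% or more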;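 further: luminescence tracks abundance of the self-degrading MDM2-luciferase fusion protein; higher signal means inhibition of MDM2 E3 ligase activity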
Target sequence (Q00987 whole entry, looked up, the tested form may be a part): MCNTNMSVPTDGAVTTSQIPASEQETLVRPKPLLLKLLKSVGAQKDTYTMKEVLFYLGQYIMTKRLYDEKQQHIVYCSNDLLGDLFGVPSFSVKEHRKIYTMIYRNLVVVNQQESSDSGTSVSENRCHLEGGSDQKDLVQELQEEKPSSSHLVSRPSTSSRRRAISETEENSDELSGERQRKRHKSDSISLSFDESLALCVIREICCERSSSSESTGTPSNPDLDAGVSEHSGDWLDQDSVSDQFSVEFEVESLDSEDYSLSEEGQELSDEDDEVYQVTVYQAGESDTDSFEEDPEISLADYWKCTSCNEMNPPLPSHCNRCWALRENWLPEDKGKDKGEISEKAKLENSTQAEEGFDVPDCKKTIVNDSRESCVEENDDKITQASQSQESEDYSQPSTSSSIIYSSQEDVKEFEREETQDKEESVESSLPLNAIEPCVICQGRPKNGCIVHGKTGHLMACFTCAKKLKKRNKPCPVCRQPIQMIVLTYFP
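system = mammalian cells stably expressing self-ubiquitinating, self-degrading MDM2 E3–luciferase fusion | quantity = 2000 cells per well seeded | incubation = 4 h cell settling then 2 h compound exposure, 37 °C | signal = SteadyLite luminescence, 15 min reagent step | benchmarks = plate control and blank wells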
m-calpain inh: inhibitors of pig calpain II. purified calpain II, fluorogenic peptide substrate, 30 min. inhibition, % at 16 µM. hit rate 0.37% among 220,000;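 active means inhibition above about 50%, limit read from the data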
Rad51 HR inh: Rad51 (human) homologous recombination inhibition | hit rate 0.085% among 200,000 | inhibition, % at 10 µM | Q06609 | hRad51 DNA strand exchange, fluorescence dequenching;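 active means inhibition above 40% at the single screening dose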;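 further: 0% = DMSO control wells and 100% = blanks with heterologous ssDNA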
Target sequence (Q06609 whole entry, looked up): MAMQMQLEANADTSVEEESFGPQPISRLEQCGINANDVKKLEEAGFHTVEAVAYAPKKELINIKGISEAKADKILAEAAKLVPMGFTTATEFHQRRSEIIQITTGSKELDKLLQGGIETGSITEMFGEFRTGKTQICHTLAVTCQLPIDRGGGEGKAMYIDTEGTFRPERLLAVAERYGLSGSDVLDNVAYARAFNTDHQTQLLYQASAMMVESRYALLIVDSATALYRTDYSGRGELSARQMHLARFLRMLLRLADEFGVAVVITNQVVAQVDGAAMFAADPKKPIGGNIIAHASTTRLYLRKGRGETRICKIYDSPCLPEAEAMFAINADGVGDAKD
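Test system: preformed human Rad51 ssDNA filaments. Compound dosing: single dose, 10 µM final compound. Incubation: filaments 15 min 37 °C, then compound 30 min. Technique: FRET fluorescence dequenching, excitation 485 nm, emission 520 nm. Read-out basis: percent inhibition from fluorescence, normalised to plate control and blank means. Benchmarks: plate controls and plate blanks.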
PERK inhibitor: inhibitors of human PERK kinase. Q9NZJ5. CHO PERK-DD fusion, SEAP luminescence translation reporter. inhibition, % at 5.6 µM. hit rate 0.17% among 220,000;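 active means inhibition above the mean inhibition of all tested compounds plus 3 SD, set separately per screening campaign, cut at about 2.9% in these data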;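 further: PERK kinase domain activated by AP20187 dimerizer at 100 nM; 0% = DMSO with dimerizer and 100% = rapamycin at 8.4 µM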
Active calls of the source: *; [ ] = another dose, or the depositor's remark. Compounds as they come; about 3.6% have a hit in one of these screens.

`Cc1ccc(OCCNC(=O)c2ccco2)cc1C` gave KCC2 mod 0.87, EBV gp42 block -11, eIF4E 4G PPI 2, TNF death inh 0.2, L929 necroptosis -0.4, MDM2 E3 inh -5, m-calpain inh -16, Rad51 HR inh -3 and PERK inhibitor 0.9.
For O=C(NC1CCCC1)c1cccc(Oc2ccccc2)c1 the results were KCC2 mod -2, EBV gp42 block 6, eIF4E 4G PPI 2, TNF death inh 20, L929 necroptosis 5.6, MDM2 E3 inh 6, m-calpain inh 16, Rad51 HR inh 6 and PERK inhibitor -0.1.
`CC(=O)Nc1cccc(OCCCNC(=O)c2cccc3ccccc23)c1` gave KCC2 mod 0.25, EBV gp42 block -10, eIF4E 4G PPI 4, TNF death inh 3.3, L929 necroptosis 0.9, MDM2 E3 inh 2, m-calpain inh 21, Rad51 HR inh -24 and PERK inhibitor 2.2.
`CC1CCN(S(=O)(=O)c2cccc(C(=O)Nc3ccccn3)c2)CC1` gave KCC2 mod 1.7, EBV gp42 block -21, eIF4E 4G PPI 1, TNF death inh -0.2, L929 necroptosis 0.5, MDM2 E3 inh -10, m-calpain inh -14, Rad51 HR inh -6 and PERK inhibitor -0.2.
Screening CC(=O)Oc1cccc(N2C(=O)C3CC=CCC3C2=O)c1 (configuration not stated) returned EBV gp42 block -9, eIF4E 4G PPI 7, TNF death inh 2.6, L929 necroptosis 0.3, MDM2 E3 inh -16, m-calpain inh 6, Rad51 HR inh -1 and PERK inhibitor 0.5.
For CC(NC(=O)c1ccc(F)cc1)c1nc2ccccc2n1Cc1ccccc1F (configuration not stated) the results were KCC2 mod 0.92, EBV gp42 block 1, eIF4E 4G PPI 0, TNF death inh 0.1, L929 necroptosis 1.0, MDM2 E3 inh -12, m-calpain inh -14, Rad51 HR inh -7 and PERK inhibitor -1.3.
CC(C)(C)NC(=O)CN1CCN(C(=O)CCl)CC1 was read as KCC2 mod 0.29, EBV gp42 block -8, eIF4E 4G PPI -1, TNF death inh 2.8, L929 necroptosis -1.1, MDM2 E3 inh -22, m-calpain inh 3 and PERK inhibitor 0.7.
Screening COc1ccc(Cc2nn3c(-c4cc(OC)c(OC)c(OC)c4)nnc3s2)cc1 returned EBV gp42 block -14, eIF4E 4G PPI 3, TNF death inh -5.5, L929 necroptosis -1.0, MDM2 E3 inh -15, m-calpain inh -15, Rad51 HR inh -7 and PERK inhibitor -1.2.
`N#C/C(=C/c1cc[nH]c1)C(N)=S` gave KCC2 mod 0.42, EBV gp42 block 8, eIF4E 4G PPI -2, TNF death inh -0.2, L929 necroptosis 23, MDM2 E3 inh -18, m-calpain inh -36, Rad51 HR inh 33 and PERK inhibitor 1.8.
`CC(=O)Nc1ccc(S(=O)(=O)Oc2ccc(/C=N/NC(=O)c3ccc(Cl)cc3)cc2)cc1` gave EBV gp42 block -17, eIF4E 4G PPI -9, TNF death inh -7.9, L929 necroptosis -0.3, MDM2 E3 inh -8, m-calpain inh -27, Rad51 HR inh 8 and PERK inhibitor 0.4.
COc1ccc2cc3cc(C(=O)NCc4ccco4)oc3nc2c1 was read as KCC2 mod 0.35, EBV gp42 block 12, eIF4E 4G PPI 14[fluorescence artefact?], TNF death inh -0.3, L929 necroptosis -1.2, MDM2 E3 inh -15, m-calpain inh -417, Rad51 HR inh -5 and PERK inhibitor -1.3.
For Cc1nnc(SCC(=O)NCc2ccco2)n1Cc1ccccc1 the results were EBV gp42 block -7, eIF4E 4G PPI 3[fluorescence artefact?], TNF death inh -0.7, L929 necroptosis 0.5, MDM2 E3 inh -4, m-calpain inh -17, Rad51 HR inh -1 and PERK inhibitor -0.2.

For convenience, part of the list above:
`Cc1ccc(OCCNC(=O)c2ccco2)cc1C` gave KCC2 mod 0.87, EBV gp42 block -11, eIF4E 4G PPI 2, TNF death inh 0.2, L929 necroptosis -0.4, MDM2 E3 inh -5, m-calpain inh -16, Rad51 HR inh -3 and PERK inhibitor 0.9.
For O=C(NC1CCCC1)c1cccc(Oc2ccccc2)c1 the results were KCC2 mod -2, EBV gp42 block 6, eIF4E 4G PPI 2, TNF death inh 20, L929 necroptosis 5.6, MDM2 E3 inh 6, m-calpain inh 16, Rad51 HR inh 6 and PERK inhibitor -0.1.

The list continues:
Screening CN(C)S(=O)(=O)c1cccc(NC(=O)c2cc(-c3cccs3)nn2-c2cccc(Cl)c2)c1 returned KCC2 mod -0.46, EBV gp42 block -11, eIF4E 4G PPI 8, TNF death inh -0.3, L929 necroptosis 1.6, MDM2 E3 inh 4, m-calpain inh -24, Rad51 HR inh -2 and PERK inhibitor -0.5.
For C/C(=N\Nc1ccc(C(=O)c2c(C)cc3ccccn23)cc1[N+](=O)[O-])c1ccc(O)cc1 the results were KCC2 mod 0.0073, EBV gp42 block -21, eIF4E 4G PPI 7, TNF death inh -2.9, L929 necroptosis 0.9, m-calpain inh -15, Rad51 HR inh -18 and PERK inhibitor 1.5.
For COc1ccc(-n2c(C)cc(C(=O)CN3CCC(C)CC3)c2C)cc1 the results were KCC2 mod 2.1, EBV gp42 block -12, eIF4E 4G PPI 0, TNF death inh -0.8, L929 necroptosis 0.2, MDM2 E3 inh -15, m-calpain inh 7, Rad51 HR inh -4 and PERK inhibitor -0.3.
Screening COc1cccc(-c2nc(CS(=O)(=O)CC(=O)NCc3ccccc3)c(C)o2)c1 returned KCC2 mod -4.1*, EBV gp42 block -24, eIF4E 4G PPI -8[fluorescence artefact?], TNF death inh 0.5, L929 necroptosis 2.1, MDM2 E3 inh -3, m-calpain inh -8 and PERK inhibitor -0.1.
For CS(=O)(=O)c1ccc(Cl)c(NC(=O)COC(=O)CNC(=O)c2ccccc2)c1 the results were KCC2 mod 0.28, EBV gp42 block 7, eIF4E 4G PPI 2, TNF death inh 0.7, L929 necroptosis 0.5, MDM2 E3 inh -87, m-calpain inh 5, Rad51 HR inh -4 and PERK inhibitor -0.1.
`O=C(NCc1ccc2c(c1)OCO2)c1ccc(-c2ccc(Cl)cc2)o1` gave KCC2 mod -0.25, EBV gp42 block 7, eIF4E 4G PPI 3, TNF death inh -1.0, L929 necroptosis 0.0, MDM2 E3 inh -17, m-calpain inh 24, Rad51 HR inh 1 and PERK inhibitor 0.9.
For Cc1cccc(SCC(=O)Nc2ccccc2[N+](=O)[O-])c1 the results were KCC2 mod 0.042, EBV gp42 block 4, eIF4E 4G PPI -2, TNF death inh 2.0, L929 necroptosis -0.8, MDM2 E3 inh -8, m-calpain inh -7 and PERK inhibitor 2.0.
Cc1nc(-c2ccc(Br)cc2)ccc1C(=O)O was read as KCC2 mod 0.91, EBV gp42 block -4, eIF4E 4G PPI 19[fluorescence artefact?], TNF death inh 0.4, L929 necroptosis 0.4, MDM2 E3 inh 7, m-calpain inh -3, Rad51 HR inh 4 and PERK inhibitor 0.9.
CC(C)CCNC(=O)NC(=O)COc1c(F)c(F)cc(F)c1F was read as KCC2 mod -0.14, EBV gp42 block -18, eIF4E 4G PPI -3, TNF death inh 0.5, L929 necroptosis 0.0, MDM2 E3 inh -17, m-calpain inh -4, Rad51 HR inh -5 and PERK inhibitor 0.1.
For COc1ccccc1-n1cnnc1SCC(=O)Nc1cccnc1Cl the results were KCC2 mod 1.1, EBV gp42 block -5, eIF4E 4G PPI 1, TNF death inh 0.3, L929 necroptosis 2.0, MDM2 E3 inh -1, m-calpain inh -14, Rad51 HR inh 8 and PERK inhibitor -0.2.
Screening Oc1ccc(C2Nc3cccc4cccc(c34)N2)c(O)c1 returned KCC2 mod -1.2, EBV gp42 block -12, eIF4E 4G PPI 23[fluorescence artefact?], TNF death inh -4.0, L929 necroptosis 0.5, MDM2 E3 inh -25, m-calpain inh -174, Rad51 HR inh 6 and PERK inhibitor 0.9.
`COc1ccc(OC)c(CN2CCCC(C(=O)N3CCCCC3)C2)c1` (configuration not stated) gave EBV gp42 block -7, eIF4E 4G PPI 2, TNF death inh 1.5, L929 necroptosis 0.4, MDM2 E3 inh -13, m-calpain inh -16, Rad51 HR inh -6 and PERK inhibitor -0.4.
CC(=O)/C(=N\Nc1cccc(Cl)c1)Sc1cccc2cccnc12 was read as KCC2 mod 0.48, EBV gp42 block -2, eIF4E 4G PPI -10, TNF death inh 0.6, L929 necroptosis 0.1, MDM2 E3 inh -2, m-calpain inh 17, Rad51 HR inh -11 and PERK inhibitor 0.0.
For CCCCc1ccc(NC(=S)NCc2ccc(OC)cc2)cc1 the results were KCC2 mod 0.18, EBV gp42 block -6, eIF4E 4G PPI 0, TNF death inh -7.3, L929 necroptosis -0.1, MDM2 E3 inh -15, m-calpain inh 9, Rad51 HR inh -13 and PERK inhibitor 1.3.
For OCCNCCCOc1ccc(Cl)cc1Br the results were KCC2 mod 0.38, EBV gp42 block -4, eIF4E 4G PPI 6, TNF death inh -3.2, L929 necroptosis -0.2, MDM2 E3 inh -6, m-calpain inh 13, Rad51 HR inh 1 and PERK inhibitor 0.7.
`COc1ccccc1CNC(=O)CCN1C(=O)COc2ccccc21` gave EBV gp42 block -5, eIF4E 4G PPI 2, TNF death inh -0.4, L929 necroptosis 0.7, MDM2 E3 inh -15, m-calpain inh 21, Rad51 HR inh 7 and PERK inhibitor 0.1.
`COc1ccccc1NS(=O)(=O)N(C)C` gave KCC2 mod 1.1, EBV gp42 block 3, eIF4E 4G PPI 3[fluorescence artefact?], TNF death inh -0.4, L929 necroptosis 0.5, MDM2 E3 inh -11, m-calpain inh 14, Rad51 HR inh -3 and PERK inhibitor -0.4.
For CCCCc1nc2ccccc2c(NC(=O)CN2CCN(C)CC2)c1CCC the results were KCC2 mod 1.1, EBV gp42 block -12, eIF4E 4G PPI 13[fluorescence artefact?], TNF death inh 1.3, MDM2 E3 inh -4, m-calpain inh 12 and PERK inhibitor -0.5.
For O=C(COC(=O)C1=COCCO1)Nc1ccc(OC(F)F)cc1 the results were KCC2 mod 0.56, EBV gp42 block -32, eIF4E 4G PPI 0, TNF death inh 1.2, L929 necroptosis 3.0, MDM2 E3 inh -9, m-calpain inh -18, Rad51 HR inh 34 and PERK inhibitor 1.2.
For O=C(O)c1ccccc1Sc1ncnc2sc3c(c12)CCC3 the results were KCC2 mod -1.3, EBV gp42 block 1, eIF4E 4G PPI 1, TNF death inh -0.9, L929 necroptosis -0.8, MDM2 E3 inh -3, m-calpain inh -26, Rad51 HR inh 1 and PERK inhibitor 0.4.
O=C(NC1CCCCCC1)C(=S)NCc1ccccc1 was read as KCC2 mod 1.4, EBV gp42 block 1, eIF4E 4G PPI -4, TNF death inh 2.3, L929 necroptosis 0.2, MDM2 E3 inh -12, m-calpain inh 18, Rad51 HR inh -3 and PERK inhibitor 0.8.
CC1CCN(c2cc(N3CCC(C)CC3)c([N+](=O)[O-])cc2/C=C(\C#N)c2nn(-c3ccccc3)c(N)c2C#N)CC1 was read as EBV gp42 block -12, eIF4E 4G PPI 0, TNF death inh -2.8, L929 necroptosis 3.0, MDM2 E3 inh 9, m-calpain inh -23 and PERK inhibitor 0.9.
Cc1ccc(C(C2=C(O)CC(C)(C)CC2=O)C2C(=O)CC(C)(C)CC2=O)s1 (configuration not stated) was read as KCC2 mod -1.1, EBV gp42 block -11, eIF4E 4G PPI 7, TNF death inh -5.6, L929 necroptosis 0.0, MDM2 E3 inh 5, m-calpain inh 15, Rad51 HR inh 4 and PERK inhibitor 1.5.

Assay outcomes deposited in PubChem BioAssay by several laboratories.
